Source: PubChem
Kir21 inh: inhibitors of mouse Kir2.1 inward-rectifier potassium channel. HEK293-Kir2.1, FluxOR thallium flux fluorescence; active compounds read low. B-score at 10 µM. actives 0.85% (n = 310,000). AID 1672, 2009;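 active means fluorescence ratio B-score at or below minus 3 SD of library scores, with starting-brightness B-score within 2 SD, cut at about -4.2 in these data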;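 further: channel flux triggered by added potassium and thallium sulfate stimulus; B-score of peak minus minimum fluorescence over baseline after thallium stimulus; more negative B-score means stronger Kir2.1 block with less thallium influx; some compounds called inactive have numbers as strong as hits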
Target sequence (P35561 whole entry, looked up): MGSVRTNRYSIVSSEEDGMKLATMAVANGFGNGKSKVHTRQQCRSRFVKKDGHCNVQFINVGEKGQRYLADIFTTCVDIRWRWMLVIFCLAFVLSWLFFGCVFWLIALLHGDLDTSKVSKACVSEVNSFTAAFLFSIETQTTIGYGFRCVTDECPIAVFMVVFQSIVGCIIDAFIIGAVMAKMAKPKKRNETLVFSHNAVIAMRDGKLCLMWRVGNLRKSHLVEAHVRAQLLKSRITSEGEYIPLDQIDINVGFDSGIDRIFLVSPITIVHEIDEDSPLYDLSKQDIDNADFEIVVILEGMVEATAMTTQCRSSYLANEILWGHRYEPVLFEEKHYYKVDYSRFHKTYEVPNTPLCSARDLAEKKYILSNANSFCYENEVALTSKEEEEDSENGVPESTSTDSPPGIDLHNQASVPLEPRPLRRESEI
KCNQ2 block: KCNQ2 potassium channel inhibitors, primary screen, cell-based, CHO-K1, FluxOR thallium flux, B-score (AID 2156); 20 min; active compounds read low; B-score at 10 µM; actives 1.1% (n = 310,000);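 active means fluorescence ratio B-score at most minus 3 library SDs, with starting brightness B-score within 2 library SDs, cut at about -5.5 in these data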
An asterisk follows results filed as active; i = inactive.

SMILES	Kir21 inh	KCNQ2 block
CC(C)CNC(=O)C(=O)NCC1CCCN1S(=O)(=O)c1cccs1 (stereo unspecified)	0.09	i
COc1ccccc1CNS(=O)(=O)c1ccc(-n2cnnn2)c(C)c1	0.77	i
CCCc1cc(=O)oc2cc(OCC(=O)NCCCN3CCOCC3)c(Cl)cc12	0.02	i
NC(=O)c1nn(-c2ccc(Oc3ccccc3)cc2)c(=O)cc1O	1.3	i
CC(C)C(NC(=O)c1cccs1)C(=O)NC1=NCCS1 (stereo unspecified)	0.58	i
COC(=O)C1C2C=CC3(CN(CCc4ccccc4)C(=O)C13)O2 (stereo unspecified)	-0.32	i
Cc1ccc(C(=O)NNC(=O)c2cc3cc4ccccc4nc3s2)cc1	-0.08	i
COc1ccc(Br)cc1CSC(=N)N	-0.23	i
CCCC(C)NCC(=O)Nc1ccccc1-c1ccccc1 (stereo unspecified)	-4.5*	i
CN(C(=O)/C=C/c1ccccc1)C1CCS(=O)(=O)C1 (stereo unspecified)	1.5	i
Clc1ccccc1SCc1nc2ccccc2[nH]1	-1.3	-5.8*
Cc1ccc(S(=O)(=O)NC(=O)NCc2ccc3c(c2)OCO3)cc1	-0.88	i
O=C(O)c1csc(Cc2ccccc2)n1	0	i
O=c1[nH]c2ccccc2nc1Cc1ccccc1	0.6	i
O=c1cc(-c2ccc(Br)cc2)[nH][nH]1	1.2	i
O=C(C1=C[C@@H](c2ccc(Br)cc2)C[C@@H](OCc2ccc(CO)cc2)O1)N1CCN(Cc2ccc3c(c2)OCO3)CC1	-1.2	-6.3*
Cc1cc(S(=O)(=O)Nc2ccc(C(=O)NCC3(N4CCCCC4)CCCCC3)cc2)ccc1F	-0.6	i
COc1ccccc1NS(=O)(=O)c1ccc2c(c1)NC(=O)C(C)S2 (stereo unspecified)	-2.8	i
O=C(NCc1ccccc1)C(c1ccccc1)N(Cc1ccc2c(c1)OCO2)C(=O)Cc1cccs1 (stereo unspecified)	0.57	-7*
O=c1[nH]ccc2c(O)cccc12	0.69	i
Cc1ccc(S(=O)(=O)N2CCN(C(=O)CSC3CCCC3)CC2)c(C)c1	-1.7	i
CCCN(CCC)C(=O)/C=C/c1cccc([N+](=O)[O-])c1	0.47	i
COC(=O)Cn1c(CN2CCN(c3ccc(F)cc3)CC2)nc2c1c(=O)n(C)c(=O)n2C	-1.7	i
CCN(CCNC(=O)C1CCN(c2nnc(-n3cccc3)s2)CC1)c1ccccc1	-0.27	i
COc1ccc(-c2cc(C3CCN(Cc4ccc([N+](=O)[O-])cc4)CC3)[nH]n2)cc1	0.71	i

Pulled by structure from above (seven):
SMILES	Kir21 inh	KCNQ2 block
CCCC(C)NCC(=O)Nc1ccccc1-c1ccccc1 (stereo unspecified)	-4.5*	i
O=c1[nH]ccc2c(O)cccc12	0.69	i
O=c1[nH]c2ccccc2nc1Cc1ccccc1	0.6	i
COc1ccccc1CNS(=O)(=O)c1ccc(-n2cnnn2)c(C)c1	0.77	i
Cc1ccc(C(=O)NNC(=O)c2cc3cc4ccccc4nc3s2)cc1	-0.08	i
COc1ccc(Br)cc1CSC(=N)N	-0.23	i
CCCN(CCC)C(=O)/C=C/c1cccc([N+](=O)[O-])c1	0.47	i

(list continues)
SMILES	Kir21 inh	KCNQ2 block
COc1ccc(C(C#N)c2ccc(Cl)nn2)cc1 (stereo unspecified)	0.56	i
NC(=O)COc1ccc2cc(-c3ccccc3)c(=O)oc2c1	-0.98	i
COc1ccc(-c2cc(=O)oc3c(C)c(OCC(=O)Nc4cccnc4)ccc23)cc1	0.85	i
Nc1nc(NCc2ccccc2)nc(Nc2ccc(F)cc2)c1[N+](=O)[O-]	0.32	i
CC(C(=O)c1ccc(-c2ccccc2)cc1)[n+]1ccccc1 (stereo unspecified)	0.69	i
CC(Sc1nncs1)C(=O)NC1CCCCC1C (stereo unspecified)	0.87	i
CCOc1ccc(-c2nnc(-c3ccc(OC)cc3)o2)cc1	-0.21	i
CCOC(=O)c1cnc2nc(C(F)(F)F)[nH]n2c1=O	1.2	i
COCCN(CCOC)S(=O)(=O)c1ccc(C(=O)Nc2ccc(S(=O)(=O)Nc3nccc(C)n3)cc2)cc1	1.2	i
Cc1cc(=O)oc2cc(NC(=O)C3CCCC3)ccc12	-0.2	i
COc1cccc(NC(=O)C2CCN(S(=O)(=O)c3ccc4c(c3)NC(=O)C(C)S4)CC2)c1 (stereo unspecified)	3.1	i
CCCSc1nnc(NC(=O)CCc2ccccc2)s1	1.9	i
CCOc1cc(/C=C(\C#N)c2[nH]nc(N)c2C#N)ccc1O	0.81	i
O=C(N/N=C/c1ccco1)c1cccc(N2CCCC2=O)c1	-1.5	i
CN(Cc1cccnc1)C(=O)CCCc1c[nH]c2ccccc12	-1.1	i
O=C(CNC(=O)c1ccco1)NCCCc1ccccc1	1.2	i
COc1ccccc1NC(=O)Nc1nc(CC(=O)Nc2ccc(F)cc2)cs1	-0.13	i
C=C(C)[C@@H]1CC=C(C(=O)O)CC1	0.18	i
COc1ccc(C2/C(=C(/O)c3ccc(S(=O)(=O)N4CCOCC4)cc3)C(=O)C(=O)N2CCN2CCOCC2)cc1 (stereo unspecified)	-0.61	i
CCOC(=O)c1cc(CC)sc1N	0.05	i
CCc1ccccc1NC(=S)N(CCOC)C(C)c1ccco1 (stereo unspecified)	-0.29	i
CCOC(=O)c1c(-c2ccc(C)o2)csc1NC(=S)NC(=O)c1ccc(F)cc1	1.1	i
CCCC(=O)N1CCN(c2ccc(NC(=O)c3cc4ccccc4o3)cc2Cl)CC1	-0.71	i
CCCCN(CC)CCNC(=O)CN(C)S(=O)(=O)c1ccc2c(c1)c(=O)n(C)c(=O)n2C	-0.06	i
CCOc1ccc(OCC(=O)N(CCC2=CCCCC2)c2c(N)n(Cc3ccccc3)c(=O)[nH]c2=O)cc1	-0.14	i

More structures
SMILES	Kir21 inh	KCNQ2 block
CCCCCNc1nc2ccccc2nc1NS(=O)(=O)c1cccs1	1.9	i
COc1ccccc1NC(=S)NC12CN3CN(CN(C3)C1)C2	1.4	i
O=C(COC(=O)c1nc(Cl)ccc1Cl)c1ccccc1Cl	0.34	i
O=C(CN(CC1CCCO1)C(=O)CNS(=O)(=O)c1ccc(F)cc1)NCc1ccco1 (stereo unspecified)	0.01	i
O=C(NC1=NCCS1)c1sc2cc(Cl)cc(Cl)c2c1Cl	0.79	i
CC(NC(=O)CSc1nc(=O)cc(N)n1-c1ccccc1)c1ccccc1 (stereo unspecified)	-0.26	i
O=C(N1CCCCC1)N1CCN(S(=O)(=O)c2cccc([N+](=O)[O-])c2)CC1	-0.07	i
CCOc1ccc(C(F)(F)F)cc1NC(=O)COc1ccc(C(F)(F)F)cc1[N+](=O)[O-]	0.01	i
COc1ccc(N(CC(=O)NCc2ccccn2)S(=O)(=O)c2ccccc2[N+](=O)[O-])c(OC)c1	-0.21	i
O=C(c1ccco1)n1nc(-c2ccccc2)nc1NCc1ccco1	0.27	i
CC1=NN(c2ccccc2)C(=O)C1/C=C1/NC(=S)NC1=O (stereo unspecified)	2.2	i
COc1ccc([N+](=O)[O-])cc1NC(=O)Cc1ccc(Cl)cc1	0.33	i
COc1cccc(/C=N/Nc2nnc(C)n2N)c1O	-0.69	i
Cc1ccc(S(=O)(=O)c2c(C)nn(C(C)(C)C)c2OC(=O)c2ccc(Br)o2)cc1	1.3	i
Cc1nnc(SCCn2c(N3CCCCC3)nc3c2c(=O)[nH]c(=O)n3C)s1	1.8	i
O=C(c1ccco1)N1CCN(C2CC(=O)N(c3ccc(F)c(Cl)c3)C2=O)CC1 (stereo unspecified)	-0.85	i
CN=C(Cc1ccccc1)C1=C(O)CC(C)(C)CC1=O	-0.95	i
Cc1ccc(S(=O)(=O)NCCSCc2ccccc2)cc1	-5.7*	i
COc1cc(/C=N/NC(=O)c2cc[n+]([O-])cc2)cc(OC)c1OC	1.6	i
CCC(C)(C)NC(=O)C(c1cccc(OC)c1OC)N(Cc1ccccc1)C(=O)CCC(=O)Nc1cc(C)on1 (stereo unspecified)	0.98	i
Cc1ccc(Cn2c(NC(=O)c3ccco3)nc3ccccc32)cc1	-0.55	i
O=C(Nc1sc2c(c1C(=O)NCCCO)CCCC2)c1ccccc1	0.67	i
COC(=O)CCC(=O)OC1(C)C(=O)C2=CN(CC3CC3)C(c3ccc(OC)cc3)=CC2=C(Br)C1=O (stereo unspecified)	-0.47	i
COc1cccc2c1OC1(C)CC2NC(=O)N1Cc1ccccc1 (stereo unspecified)	1.4	i
Cc1cccc(-c2c(NC(=O)c3ccco3)oc3c(C)cccc3c2=O)c1	1.3	i

Continued.
SMILES	Kir21 inh	KCNQ2 block
COc1cc(-c2nnc3n2N=C(c2ccccc2)CS3)cc(OC)c1OC	0.01	i
COCc1cc(C)nc(SCC(=O)Nc2cc(C(F)(F)F)ccc2N2CCOCC2)c1C#N	-3.2	-5.6*
CC(C)OCCCNC(=O)CCC(=O)NNc1nc2ccccc2c2nc(-c3ccccc3)nn12	-1.8	i
CCCCN(C)C(=S)Nc1ccc2nc3n(c(=O)c2c1)CCCCC3	-0.7	i
CN1C2CCC1CC(NS(=O)(=O)c1cccc(C(F)(F)F)c1)C2 (stereo unspecified)	-0.67	i
O=C(NCCCn1ccnc1)c1cnn2c1NC(c1ccccc1)CC2C(F)(F)F (stereo unspecified)	-1.2	i
CCOC(=O)C1CCCN(c2c(NCCc3ccc(S(N)(=O)=O)cc3)c(=O)c2=O)C1 (stereo unspecified)	-0.84	i
CC(C)(C)c1ccc(OCc2nnc(SCC(N)=O)n2N)cc1	0.08	i
COC(=O)c1cc(-c2ccc(C)cc2)n[nH]1	-2.2	i
O=C(CCNC(=O)c1ccc(Cl)cc1)Nc1ccccc1Cl	0.46	i
COc1ccc2nc(NC(=O)CCN3C(=S)NC(C)(C)CC3C)sc2c1 (stereo unspecified)	2.2	i
COc1ccccc1C1C2=C(CCCC2=O)N(CC(=O)O)C2=C1C(=O)CCC2	-1.6	i
COC(=O)c1cn(NC(=O)Cc2ccccc2Br)c(=O)c2ccccc12	-0.66	i
Cc1ccc(OCc2cc(C(=O)NCC3COCCO3)no2)cc1C (stereo unspecified)	-0.05	i
O=C(NCCCN1CCOCC1)c1coc2ccccc2c1=O	1.3	i
CCn1c(N2CCN(CC(=O)c3c[nH]c4ccccc34)CC2)nc2c1c(=O)[nH]c(=O)n2C	1.1	i
Cn1c(=O)[nH]c(=O)c2c1nc1n2CCS1	1.7	i
CCOc1ccc(Br)cc1C1C(C(=O)OC)=C(N)Oc2cc(N(C)C)ccc21 (stereo unspecified)	1	i
O=C(NCc1nc2ccccc2[nH]1)C1=C[C@H](C2CCCCC2)C[C@H](OCc2ccc(CO)cc2)O1	-0.14	i
CC(=O)c1cccc(NC(=O)NCc2cccnc2)c1	-0.79	i
CC(C)(C)C1CCc2c(sc(NC(=O)c3cccs3)c2C(=O)N2CCCCC2)C1 (stereo unspecified)	0.18	-8.1*
COc1ccccc1NC(=S)NCc1ccc(Cl)cc1	-0.89	i
Cn1c(CCC(=O)Nc2ccccc2F)nnc1SCC(=O)Nc1ccccc1Cl	-2.2	i
CC(CNC(=O)CCC(=O)N1CCOc2ccccc21)c1ccccc1 (stereo unspecified)	0.3	i
CC(C)(C)[C@@H]1C=C(C(=O)N2CCN(Cc3ccccc3)CC2)O[C@H](OCCCCO)C1	-0.02	i

The results go on.
SMILES	Kir21 inh	KCNQ2 block
O=C(NN1CCOCC1)c1cc(Cl)ccc1Cl	-1.1	i
C=CCSc1nnc2c(n1)OC(c1cccnc1)Nc1ccccc1-2 (stereo unspecified)	1.6	i
O=C(O)C(C(O)c1ccc([N+](=O)[O-])cc1)[n+]1ccccc1 (stereo unspecified)	0.25	i
CCCc1ccc(OCc2nc(-c3ccc(NC(=O)c4ccco4)cc3)no2)cc1	-0.23	i
COc1cc(/C=N/NC(=O)c2ccc(CSc3nncn3C)cc2)cc(OC)c1O	2	i
COCCCNC(=O)c1cccc(S(=O)(=O)N2CC3(C)CC2CC(C)(C)C3)c1 (stereo unspecified)	-0.69	i
O=C(c1cccc(F)c1)N1CCC(N2CCCCCC2)CC1	-0.01	i
CC(=O)Nc1ccc(-c2cc(-c3ccc(NC(C)=O)cc3)nc(-c3ccccc3)n2)cc1	1.5	i
Cc1cc(OCC(=O)Nc2ccncc2)c(C)cc1Br	-0.47	i
CCOC(CNC(=O)CCc1c(C)nc2ncnn2c1C)OCC	-0.04	i
O=C(N/N=C/c1cccc(Oc2ccc([N+](=O)[O-])cc2[N+](=O)[O-])c1)c1cncc(Br)c1	1.7	i
Cn1c(SCC(=O)N2CCCC2)nc2ccccc2c1=O	-0.86	i
O=C(NCCCN1CCOCC1)c1ccccc1N1C(=O)[C@@H]2Cc3c([nH]c4ccccc34)C(c3cccc(Cl)c3)N2C1=O (stereo partly specified)	-0.01	-5.6*
COc1ccc(CC(=O)N2CCC(Nc3nc4ccccc4n3Cc3ccc(F)cc3)CC2)cc1	1.6	i
CCN(CC)Cc1c[nH]c2c(C(=O)OC)cccc12	0.52	i

In a second layout: results already given
| Kir21 inh | KCNQ2 block | Molecule |
| --- | --- | --- |
| -0.47 | i | Cc1cc(OCC(=O)Nc2ccncc2)c(C)cc1Br |
| -0.04 | i | CCOC(CNC(=O)CCc1c(C)nc2ncnn2c1C)OCC |
| 1.7 | i | O=C(N/N=C/c1cccc(Oc2ccc([N+](=O)[O-])cc2[N+](=O)[O-])c1)c1cncc(Br)c1 |
| -0.86 | i | Cn1c(SCC(=O)N2CCCC2)nc2ccccc2c1=O |

Reformatted with bars between the fields: part of the list above.
canonical_smiles | Kir21 inh | KCNQ2 block
CC(C(=O)c1ccc(-c2ccccc2)cc1)[n+]1ccccc1 (stereo unspecified) | 0.69 | i
CC(Sc1nncs1)C(=O)NC1CCCCC1C (stereo unspecified) | 0.87 | i
CCOc1ccc(-c2nnc(-c3ccc(OC)cc3)o2)cc1 | -0.21 | i
CCOC(=O)c1cnc2nc(C(F)(F)F)[nH]n2c1=O | 1.2 | i
